Source: PubChem BioAssay
Hsp70 act – Hsp70 transcriptional activation, primary screen. activation, % at 10 µM. HeLa Hsp70 promoter luciferase reporter, luminescence; scaled: vehicle 0, proteasome-inhibitor control 100%. 200,000 tested, 0.04% active;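 active means activation above the mean across all tested compounds plus 3 SD, cutoff set per campaign, cut at about 5.5% in these data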;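 further: 100% = MG132 at 30 µM as the positive control and 0% = DMSO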
RAM inhibit – yeast RAM network inhibition; S. cerevisiae dse1pr::URA3 reporter, 5-FOA growth OD615, 2 d; analog-sensitive cbk1-as2 kinase mutant strain; inhibition, % at 50 µM; 190,000 tested, 1.8% active; AID 868;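 active means inhibition above a set limit, 3 SD over mean compound inhibition, cut at about 8.4% in these data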;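 further: 0% = DMSO-only wells with no growth and 100% = 10 µM 1-NA-PP1 full growth; inhibition rescues growth on 5-FOA so higher OD means more RAM inhibition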
Efa HMGR inh – E. faecalis class II HMG-CoA reductase inhibition. inhibition, % at 10 µM. purified E. faecalis HMGR, NADPH absorbance 340 nm kinetic. 190,000 tested, 0.41% active;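 active means inhibition above a set limit, the median over all tested compounds plus 3 SD, cut at about 9.5% in these data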;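 further: enzyme runs in reverse so mevalonate oxidation gives rising NADPH absorbance; 0% = complete reaction with DMSO and 100% = background rate lacking mevalonate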
TNAP inh hiacc – blocks human TNAP under high phosphate acceptor concentration; 200,000 tested, 0.03% active; purified TNAP, CDP-star luminescence, 1 M DEA; inhibition, % at 20 µM; P05186;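 active means over 50% inhibition of tissue-nonspecific alkaline phosphatase at 20 µM in the single-dose screen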;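 further: plate controls were DMSO wells for no effect and EDTA-quenched wells as full inhibition for full effect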
Target sequence (P05186 whole entry, looked up): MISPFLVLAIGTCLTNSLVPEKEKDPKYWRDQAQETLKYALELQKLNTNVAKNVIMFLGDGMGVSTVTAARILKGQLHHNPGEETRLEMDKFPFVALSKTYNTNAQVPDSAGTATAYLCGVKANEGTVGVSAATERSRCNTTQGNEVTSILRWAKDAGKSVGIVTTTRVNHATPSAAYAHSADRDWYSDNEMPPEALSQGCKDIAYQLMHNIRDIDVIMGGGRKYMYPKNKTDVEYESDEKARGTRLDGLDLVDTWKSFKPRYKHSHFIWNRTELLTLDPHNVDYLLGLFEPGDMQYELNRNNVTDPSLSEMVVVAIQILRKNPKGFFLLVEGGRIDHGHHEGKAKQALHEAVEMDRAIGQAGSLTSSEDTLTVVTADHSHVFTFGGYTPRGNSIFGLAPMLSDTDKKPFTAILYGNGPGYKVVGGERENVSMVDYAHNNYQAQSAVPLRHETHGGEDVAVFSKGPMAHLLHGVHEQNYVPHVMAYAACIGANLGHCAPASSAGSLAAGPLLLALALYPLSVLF
TNAP inh no acc – inhibitors of human TNAP without phosphate acceptor; inhibition, % at 20 µM; P05186; 200,000 tested, 0.26% active; purified TNAP, CDP-star luminescence, 30 min;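 active means tissue-nonspecific alkaline phosphatase inhibition above about 50% at 20 µM in the single-dose screen, limit read from the data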;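 further: 0% = DMSO negative control and 100% = EDTA positive control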
PMI activator – increases human mannose-6-phosphate isomerase activity; P34949; purified human PMI, coupled resazurin fluorescence, 20 min; hits give high values; 1 = vehicle control, 0 substrate-free wells; activation factor at 20 µM; 190,000 tested, 0.005% active; AID 1214;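 active means activation factor of 2 or more at 20 µM, relative to plate controls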
Target sequence (P34949 whole entry, looked up): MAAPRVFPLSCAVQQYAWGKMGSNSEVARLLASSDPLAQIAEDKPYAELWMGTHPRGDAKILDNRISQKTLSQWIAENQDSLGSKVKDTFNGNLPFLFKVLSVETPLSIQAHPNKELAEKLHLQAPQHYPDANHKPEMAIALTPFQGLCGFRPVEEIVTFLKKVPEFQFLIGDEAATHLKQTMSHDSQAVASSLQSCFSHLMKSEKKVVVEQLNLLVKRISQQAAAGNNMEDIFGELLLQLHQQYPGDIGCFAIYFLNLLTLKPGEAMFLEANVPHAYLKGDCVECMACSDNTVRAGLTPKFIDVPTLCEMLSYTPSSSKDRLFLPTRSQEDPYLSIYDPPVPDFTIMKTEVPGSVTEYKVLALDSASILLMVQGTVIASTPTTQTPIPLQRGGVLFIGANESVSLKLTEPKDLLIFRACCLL
DTT redox prof – compounds producing H2O2 with reducing agent – biochemical, NIH compound library profiling, artefact control for MLSCN library redox annotation, primary screen. 200,000 tested, 0.03% active. DTT-dependent redox cycling H2O2, phenol red/HRP absorbance; 100% = 100 µM peroxide control, 0% = buffer. activation, % at 10 µM;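 active means activation of at least 50% relative to the plate's high and low controls in the primary single-dose screen; inactive means activation below 50%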;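 further: compound incubated with DTT at 0.8 mM final as the reducing agent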
L major viab – reduces viability of Leishmania major promastigotes. resazurin fluorescence viability. inhibition, % at 10 µM. 200,000 tested, 9% active. AID 1063; in the data active means inhibition above about 50%;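 further: promastigotes grown with compound for 44 hours at 28 °C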
PMI act satM6P – PMI (human) activation, high substrate; activation factor at 20 µM; AID 1216; coupled PMI enzyme assay, resazurin fluorescence, 20 min; hits give high values; 1 = untreated enzyme, 0 = substrate-free blank; 190,000 tested, 0.34% active; P34949;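 active means activation factor of 2 or more at 20 µM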
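Test system: human PMI in coupled enzyme assay; Input: PMI at 15 ng/mL final; Medium: HEPES buffer, pH 7.4; Schedule: 20 min incubation at room temperature; Technique: resorufin fluorescence at Ex 544/Em 590 nm; Compound: 20 µM single dose; Probe or stimulus: Near-saturating mannose-6-phosphate, 1.0 mM.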
S1P3 antag – antagonists of human S1P3 receptor. Q99500. CHO S1P3 NFAT-BLA reporter, FRET fluorescence, antagonist mode. inhibition, % at 4.98 µM. 170,000 tested, 0.27% active. AID 485;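 active means inhibition above the plate cutoff, the mean inhibition of test wells on that plate plus 3 SD, cut at about 28% in these data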;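 further: cells challenged with S1P at its EC80 of 0.8 µM; blue over green emission ratio from cleaved BLA substrate after 4 h stimulation; 0% = S1P-stimulated wells and 100% = unstimulated DMSO-only wells; some compounds past the cut are filed as inactive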
* = called active by the depositor; nt = not tested or not shown.

SMILES	Hsp70 act	RAM inhibit	Efa HMGR inh	TNAP inh hiacc	TNAP inh no acc	PMI activator	DTT redox prof	L major viab	PMI act satM6P	S1P3 antag
O=C(Nc1ccc2c(c1)oc1ccccc12)c1ccncc1	0.2	3.1	-13.7	1.0	-2.8	0.9	0.1	-6.6	0.9	19.1
Cc1ccc(N2CCN(S(=O)(=O)N3CCOCC3)CC2)cc1C	0.0	1.6	-3.9	6.3	-2.4	1	-1.9	-0.7	0.6	-15.1
COC(=O)c1cc(C(=O)OC)[nH]n1	0.2	1.0	-2.0	9.4	23.3	1.2	-0.2	-5.0	1.1	2.4
O=C(NCC(=O)N(c1cccnc1)C(C(=O)NC1CCCC1)c1cccs1)c1ccco1 (stereo unspecified)	-0.2	1.4	0.3	-5.8	-13.8	1	-1.2	-8.9	1.1	-10.7
CCOC(=O)/C=C/COc1ccccc1[N+](=O)[O-]	0.4	-0.6	-4.1	-3.2	-5.8	0.9	-1.1	7.8	0.9	3.6
CC(=O)Nc1ccc(OCC(=O)NCc2ccc3c(c2)OCO3)cc1	0.0	1.6	4.7	-6.9	-14.3	1	-1.1	-1.9	0.9	-20.0
CC(C)Cn1c(-c2ccco2)csc1=Nc1cccnc1	-0.1	2.2	0.2	-1.4	-9.4	1.1	2.0	58.3*	1.1	nt
Nc1ccc(C(=O)Nc2ccccc2C(=O)O)cc1	-0.2	1.6	0.0	3.5	-2.5	1	0.3	-3.0	1.1	nt
Cc1cc(C)c(S(N)(=O)=O)c(C)c1-n1cnnn1	0.2	0.9	0.5	34.6	23.2	1.1	2.0	-3.4	1	-32.6
O=C(Nc1ccc(Cl)cc1)c1ccc(OCC2CCCO2)cc1 (stereo unspecified)	0.3	2.4	-0.3	1.6	-4.4	1.1	-1.2	-2.9	1	-5.5
CCc1nnc(NS(=O)(=O)c2ccc(NC(=S)NC(=O)c3cccs3)cc2)s1	-0.2	4.7	2.5	2.0	18.6	0.8	-0.6	-1.2	0.9	-13.4
Cc1nc(NC(=S)NC(=O)c2cccs2)ccc1Br	0.1	5.0	-4.9	4.5	22.7	1	-0.1	0.4	1.1	12.8
COc1ccc(CNC(=O)CCn2cccc2)cc1	-0.2	0.3	-1.9	-6.8	-7.9	0.9	0.2	-4.2	1	nt
Cc1nc2scc(-c3ccccc3)c2c(=O)n1/N=C/c1ccco1	0.2	-0.3	-4.1	-3.6	2.3	1.1	-0.7	11.1	1	nt
C/C(=N\n1cnnc1)c1ccc(C#N)cc1	-0.2	0.5	-3.1	0.3	-3.7	0.9	0.1	-8.1	0.9	-7.1
CN(Cc1ccccc1NS(=O)(=O)c1ccc(Cl)cc1)C1CCCCC1	-0.1	0.8	5.4	-0.7	-5.3	1.1	-0.1	7.0	1.1	3.5
O=C1/C(=C/c2ccncc2)SC(=S)N1C1CCS(=O)(=O)C1 (stereo unspecified)	-0.3	4.1	-3.5	-3.4	14.7	0.8	-2.0	100.3*	0.8	nt
COc1ccc(NC(=O)C2CCN(S(=O)(=O)c3cccc4cccnc34)CC2)cc1OC	-0.1	0.2	0.3	-4.3	-10.5	1.1	-1.2	-5.2	1	5.1
CSc1ccccc1NC(=O)Cn1nnc(-c2ccc(S(C)(=O)=O)cc2)n1	-0.1	1.5	-5.0	-3.5	-4.1	1.1	0.0	0.5	1.1	-87.6
Cc1cc(C)c(OCC(=O)Nc2nnn(C)n2)c(Br)c1	-0.2	1.2	0.1	0.7	-4.4	1	0.4	1.5	1	-7.3
Cc1nc(N2CCN(C(c3ccccc3)c3ccccc3)CC2)nc2c1C(=O)CCC2	nt	nt	nt	-3.6	-6.5	1	nt	nt	0.9	-56.0
COC(=O)C1=C(C)OC(N)=C(C#N)C1c1ccc(OC)c(OC)c1OC (stereo unspecified)	-0.2	2.8	-0.2	-1.7	-10.1	1	1.6	-2.2	1.2	nt
Cc1cc(NC(=O)CSc2nnc(-c3ccoc3C)o2)no1	-0.2	2.7	1.5	-4.9	-14.2	1	0.0	1.0	0.9	-7.6
Cc1ccc(NC(=O)C(=O)NCc2ccc(/C=C(/C#N)C(=O)NCc3cccnc3)o2)cc1	-0.2	-0.1	2.9	-2.7	-7.2	0.9	0.9	-2.5	1	nt
COC(=O)c1c(C)oc2ccc(N(C(=O)c3ccncc3)S(=O)(=O)c3ccc4ccccc4c3)cc12	-0.3	3.6	-7.1	-1.4	-4.2	1	0.4	-5.0	1	-11.6

Later entries
SMILES	Hsp70 act	RAM inhibit	Efa HMGR inh	TNAP inh hiacc	TNAP inh no acc	PMI activator	DTT redox prof	L major viab	PMI act satM6P	S1P3 antag
CC(=O)Nc1ccc(NS(=O)(=O)c2ccc(C)cc2)c([N+](=O)[O-])c1	-0.5	1.8	-3.8	0.0	-2.3	0.9	-0.8	4.3	0.9	-21.5
CC(C)CC(NC(=O)CC12CC3CC(CC(C3)C1)C2)C(=O)NC1=NCCS1 (stereo unspecified)	-0.1	0.5	2.2	-7.6	-3.1	0.8	-1.1	23.5	0.9	5.5
COc1ccccc1C1=Nn2c(COc3ccccc3)nnc2SC1	-0.2	-0.1	-13.6	2.4	-8.3	0.3	0.4	4.0	0.7	3.9
O=C(CO/N=C/c1ccccc1Cl)N1CCCc2ccccc21	-0.1	-1.3	-4.4	-1.7	2.3	0.8	0.9	-3.1	0.9	-3.8
O=C(CCc1ccccc1)Nc1ncc([N+](=O)[O-])s1	-0.2	0.1	-6.5	11.6	6.2	0.9	-0.3	34.9	0.9	7.3
CCc1nc(SCC(=O)c2cc(C)ccc2C)n[nH]1	-0.2	0.3	4.6	-2.3	-3.3	0.5	0.9	1.7	0.9	0.6
COc1cc(OC)cc(-c2cc(N3C(=O)Nc4ccccc4N3O)n[nH]2)c1	-0.2	1.0	1.9	-1.6	-18.7	0.9	0.0	-9.8	1	-0.8
COC(=O)c1cc(C(=O)OC)n(Cc2ccc(C)cc2)c1C	-0.3	2.3	-0.3	-1.0	-11.3	1.1	-2.8	3.2	1	15.3
Cc1nc2cc(-c3ccccc3)ccc2o1	-0.1	-0.6	-8.8	-3.3	-9.0	1	0.0	-7.5	1.1	-1.6
CCOC(=O)C1CCCN(C(=S)NC2CCCCC2)C1 (stereo unspecified)	0.2	0.6	-4.6	-3.1	-9.3	1	0.0	22.0	1	3.5
COC(=O)Cc1ccc(NC(=S)N2CCN(c3ccc(F)cc3)CC2)cc1	-0.5	3.0	-2.8	-0.9	-27.3	0.9	0.2	-2.6	0.9	-9.5
Cc1ccc(S(=O)(=O)Nc2ccc3nc(-c4cccn4C)[nH]c3c2)cc1	-0.2	0.9	-2.5	-6.9	-10.7	0.9	1.3	12.7	1	-8.2
CCOC(=O)C1CCN(C(c2cc(OC)c(OC)c(OC)c2)c2sc3nc(C)nn3c2O)CC1 (stereo unspecified)	-0.3	1.0	3.8	-0.2	-3.4	1	0.0	19.8	1	3.8
CCOC(=O)C(CC)(CC)C(=O)/C=C/c1ccc(Br)cc1	-0.2	0.3	2.1	-2.7	-7.1	0.9	1.7	83.0*	0.9	nt
c1ccc2c(N3CCCCC3)ncnc2c1	-0.4	1.7	-6.5	-3.4	-0.6	1	0.3	1.0	1	nt
COc1ccc(C(NC(=O)c2ccco2)c2ccc(OC)c(OC)c2)cc1 (stereo unspecified)	-0.4	1.8	-8.9	-0.2	-6.0	0.9	-2.7	-3.4	0.9	-1.6
CC1CN(S(=O)(=O)c2cccs2)CC(C)O1 (stereo unspecified)	0.0	-0.3	-0.2	-7.4	-9.7	1	-0.1	-7.0	1.2	13.0
COc1ccc(-c2nn(-c3ccccc3)cc2C(=O)Nc2nccs2)cc1OC	-0.5	1.9	-5.2	0.1	-0.4	0.8	0.1	21.8	0.8	nt
CCC1(C)Cc2c(sc3c2c(=O)n(-c2ccccc2)c(=O)n3C)CO1 (stereo unspecified)	-0.2	3.3	-0.5	-3.6	-6.7	1	-4.5	-0.9	1	nt
O=C(COC(=O)CCCc1nc2ccccc2s1)NC(=O)NCc1ccco1	-0.2	0.6	0.2	-4.1	-1.8	0.8	-0.5	1.2	0.9	-15.0
O=C(c1cccs1)N1CCN=C1SCc1ccc(Cl)cc1	-0.3	0.9	0.4	-1.9	-9.9	0.9	-0.2	-8.8	1	3.3
CCn1nc(C)c(CNC(=O)CC2C(=O)NCCN2Cc2ccc(C)o2)c1C (stereo unspecified)	-0.3	1.7	1.2	-4.1	-8.2	nt	0.2	-5.8	nt	3.9
Brc1ccc(/C=N/Nc2ncnc3c2cnn3Cc2ccccc2)cc1	-0.4	1.6	-15.0	-5.7	-2.5	1	1.7	6.2	1	nt
COc1ccccc1C(=O)Nc1ccc(C(=O)O)cc1	-0.4	2.2	2.3	-0.7	-10.3	1.1	2.9	-3.1	1.1	-24.2
CCSC1=C(C#N)C(c2ccccc2Cl)C(C(=O)c2cccs2)C(O)(C(F)(F)F)N1 (stereo unspecified)	-0.2	1.7	-0.2	-1.0	1.5	0.9	-3.5	16.6	0.9	nt

Following part:
SMILES	Hsp70 act	RAM inhibit	Efa HMGR inh	TNAP inh hiacc	TNAP inh no acc	PMI activator	DTT redox prof	L major viab	PMI act satM6P	S1P3 antag
CCOC(=O)C(=O)Nc1ccccc1C(N)=O	-0.2	0.3	-1.7	-4.3	-31.1	1	0.2	-1.4	1	nt
O=C(NC(Cc1c[nH]c2ccccc12)C(=O)Nc1ccc(F)cc1)c1cccs1 (stereo unspecified)	-0.2	2.6	-2.5	-0.5	0.7	0.8	0.1	16.5	0.9	5.6
Cc1nc(Cl)sc1C(=O)Nc1ccc(Cl)cc1	-0.2	-0.9	-0.1	2.6	-4.3	1.1	-0.3	-11.2	1.1	2.9
O=C(C1CCC1)N1CCc2cc(S(=O)(=O)Nc3ccc4c(c3)OCCO4)ccc21	0.0	4.4	-3.9	-7.6	-12.7	0.9	-0.4	0.9	0.9	40.0
O=C(N/N=C/c1ccccc1C(=O)O)c1ccc(COc2cccc3cccnc23)cc1	-0.3	1.1	-0.2	-4.1	2.9	1.1	-0.1	-4.6	1	-11.7
c1ccc(-n2c(SCc3nc(-c4cccs4)no3)nnc2-c2ccco2)cc1	-0.1	1.4	-2.8	-3.7	-4.6	0.9	-0.6	26.8	1	0.8
CCCCSC1(SCCCC)N=C(N)C2(C#N)C(c3ccccc3)NC(C)=CC12C#N (stereo unspecified)	-0.2	2.8	2.8	-5.0	-9.3	0.9	0.1	-5.7	0.9	nt
O=C(NCCc1cn2ccccc2n1)C1CCCCC1	-0.3	0.2	2.1	-4.6	-4.0	1	0.1	3.5	1	-12.3
CCn1c(=N)n(CCOc2ccc(OC)cc2)c2ccccc21	-0.2	0.2	0.6	-1.8	-7.0	0.9	2.0	3.0	0.9	-10.9

2 records drawn at random from those above:
SMILES	Hsp70 act	RAM inhibit	Efa HMGR inh	TNAP inh hiacc	TNAP inh no acc	PMI activator	DTT redox prof	L major viab	PMI act satM6P	S1P3 antag
O=C(NCCc1cn2ccccc2n1)C1CCCCC1	-0.3	0.2	2.1	-4.6	-4.0	1	0.1	3.5	1	-12.3
O=C(N/N=C/c1ccccc1C(=O)O)c1ccc(COc2cccc3cccnc23)cc1	-0.3	1.1	-0.2	-4.1	2.9	1.1	-0.1	-4.6	1	-11.7
